Screens deposited in PubChem BioAssay by Broad Institute.
ERp5 block: inhibitors of ERp5-driven insulin aggregation, primary screen, biochemical, turbidity, absorbance 650 nm, single point. Protein disulfide-isomerase A6 (Homo sapiens), Q15084. 90 min. inhibition, % at 9.99 µM. 350,000 compounds, 0.05% hits. AID 651711, 2012;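 active = mean replicate inhibition above about 25%, with every replicate also reaching it, limit read from the data, passing the limit was not always enough; inconclusive = only one of those two criteria met; inactive = neither criterion met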
Target sequence (Q15084 whole entry, looked up): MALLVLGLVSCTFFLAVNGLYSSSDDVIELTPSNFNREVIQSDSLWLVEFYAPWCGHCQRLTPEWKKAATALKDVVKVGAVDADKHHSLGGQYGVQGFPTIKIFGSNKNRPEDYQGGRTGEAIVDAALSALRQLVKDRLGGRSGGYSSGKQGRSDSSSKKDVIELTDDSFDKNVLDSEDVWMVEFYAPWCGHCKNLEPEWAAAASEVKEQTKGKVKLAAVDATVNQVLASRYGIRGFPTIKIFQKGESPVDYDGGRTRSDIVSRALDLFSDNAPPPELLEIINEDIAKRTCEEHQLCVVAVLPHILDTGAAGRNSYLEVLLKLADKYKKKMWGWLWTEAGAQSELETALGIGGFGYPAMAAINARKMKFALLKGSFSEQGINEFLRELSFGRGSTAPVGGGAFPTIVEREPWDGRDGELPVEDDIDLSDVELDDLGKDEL
PglD DTNB: C. jejuni PglD acetyltransferase inhibitors, primary screen, biochemical, DTNB colorimetric, single point | UDP-N-acetylbacillosamine N-acetyltransferase PglD (Campylobacter jejuni) | purified PglD enzyme, DTNB colorimetric CoA detection | inhibition, % at 12.5 µM | 360,000 compounds, 0.098% hits; in the data active = inhibition above about 16%, passing the limit was not always enough; inconclusive = no clear call, values can overlap the other calls; also: strong numbers were not always called active
RAD54 branch: inhibitors of human RAD54 branch migration, primary screen, biochemical, fluorescence, single point; DNA repair and recombination protein RAD54-like (Homo sapiens), Q92698; 360,000 compounds, 0.14% hits; AID 602329, 2012; RAD54 Holliday junction branch migration, FAM/BHQ fluorescence; inhibition, % at 10.4 µM;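 active = mean normalized replicate activity at least 40 and at least half of replicates scoring 40 or more; inconclusive = only one of the two criteria met; inactive = mean below 40 and under half of replicates reaching 40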;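 also: 0% = median of neutral control wells and 100% = median of positive control wells; inhibitors cause a drop in the FAM fluorescence signal; in these data hits start at about 50%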
esBAF inh: Bmi1 luciferase reporter increase in mESCs, primary screen, esBAF inhibitor project, mouse ES cells, Bmi1 luciferase knock-in, single point. 24 h; 100% = twice the neutral-well signal. reporter increase, % at 12.5 µM. 350,000 compounds, 2% hits; in the data active = activation above about 40%; inconclusive = no clear call, values can overlap the other calls;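 also: 0% = median of the plate's neutral control wells and 100% = double that signal; a rise in the Bmi1 reporter signal indicates esBAF inhibition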
RAD52 inh: RAD52 DNA annealing inhibitors, primary screen, biochemical, FRET, single point, set 2; DNA repair protein RAD52 homolog (Homo sapiens), P43351; AID 651710, 2012; 360,000 compounds, 0.46% hits; recombinant RAD52 DNA annealing, FRET fluorescence; inhibition, % at 18.7 µM;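 active = every replicate showing at least 50% inhibition; inconclusive = mean inhibition at least 50% but not in every replicate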
Casp6 inh: human caspase-6 inhibitors, primary screen, biochemical, VEID-R110 fluorescence, single point, set 2 | P55212 | purified caspase-6, Z-VEID-R110 cleavage fluorescence | inhibition, % at 12.5 µM | 350,000 compounds, 0.53% hits | AID 686996, 2013;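 active = mean inhibition across replicates at least about 35%, with every replicate also reaching that limit, limit read from the data; inconclusive = only one of the two criteria met; inactive = neither criterion met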;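 also: 0% = median of neutral control wells and 100% = no fluorescence left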
Target sequence (P55212 24-179 limits assumed): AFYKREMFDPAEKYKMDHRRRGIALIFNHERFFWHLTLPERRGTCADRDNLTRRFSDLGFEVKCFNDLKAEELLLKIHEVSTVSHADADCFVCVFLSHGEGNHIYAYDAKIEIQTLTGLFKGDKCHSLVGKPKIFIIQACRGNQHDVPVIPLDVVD
Target sequence (P55212 194-293 limits assumed): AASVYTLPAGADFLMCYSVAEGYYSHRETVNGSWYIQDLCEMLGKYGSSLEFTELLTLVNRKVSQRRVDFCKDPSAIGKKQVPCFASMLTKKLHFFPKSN
ARNT TACC3 PPI: disruptors of ARNT/TACC3 protein interaction, primary screen, biochemical, AlphaScreen, single concentration; Transforming acidic coiled-coil-containing protein 3 (Homo sapiens), Q9Y6A5; inhibition, % at 9.99 µM; AlphaScreen His-ARNT PAS-B/GST-TACC3 binding, luminescence; TACC3 fragment carries E629A point mutation; 390,000 compounds, 0.66% hits;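 active = mean inhibition of replicates at least 50% and at least half of replicates each reaching 50%; inconclusive = half or more replicates reach 50% but mean below 50%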;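 also: 0% = complete ARNT plus TACC3 wells and 100% = ARNT alone without TACC3; many hits fall short of the cut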
E-sel inducer: E-selectin induction in HUVECs, primary screen, imaging, HUVEC, immunofluorescence imaging, single point | normalized: neutral wells 0, TNF-alpha wells 100 | 260,000 compounds, 0.37% hits | P16581 | activation, % at 7.58 µM;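 active = mean E-selectin-positive cell signal at least 10% of the positive control, reached in at least 60% of replicates, without over 20% cell loss; inconclusive = no rule given, readout overlaps actives, possibly toxicity-flagged; inactive = the rest, including those meeting only one limit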;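 also: in these data hits start at about 27%; measured in HUVEC primary endothelial cells; signal is the percent of cells scored E-selectin positive by PE staining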
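System: HUVEC, human umbilical vein endothelial cells; quantity: 3,000 cells/well; buffer or medium: EGM-2 medium, gelatin-coated wells; dosing: single-point compound dose; detection: immunofluorescence imaging; evaluation: % PE-positive cells; benchmarks: TNF-alpha, DMSO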
Active calls of the source: *; ? = inconclusive; . = not tested or not shown; & = joins results of further samples; ! = repeats disagree.

SMILES	ERp5 block	PglD DTNB	RAD54 branch	esBAF inh	RAD52 inh	Casp6 inh	ARNT TACC3 PPI	E-sel inducer
C=CCn1c(=S)sc2c(=O)[nH]cnc21	4.7	-4.1	0.8	.	-9.5	-7.6	.	-0.1
COc1ccc(CCNC(=O)c2cccc(S(=O)(=O)N3CCCCCC3)c2)cc1	0.3	5.7	-9.6	2.4	13.9	7.4	-1.5	-0.1
O=C(NCc1cccnc1)c1csc([C@H]2C[C@H](O)[C@@H](CO)O2)n1	1.6	-3.1	-4.3	-6.7	1.3	-1.0	.	0.0
O=C(CCCC(=O)OCC(=O)c1cccs1)Nc1ccc(Oc2ccccc2)cc1	.	7.5	0.5	5.4	.	.	-7.7	.
CCS(=O)(=O)Nc1ccc2c(c1)C(=O)N(C)[C@H]1CC[C@@H](CC(=O)NCCOC)O[C@H]1CO2	1.5	-1.3	8.7	3.9	15.9	3.5	-3.7	0.1
COCC#Cc1ccc([C@@H]2[C@@H](C#N)N(C(=O)NC3CCCC3)[C@@H]2CO)cc1	5.0	0.1	-1.3	-0.7	-14.2	-1.5	11.6	-0.4
C/C(=N\NC(=O)Cc1ccc(Cl)cc1)c1cccnc1	-0.4	-0.8	-4.9	.	-12.9	-4.3	6.2	-0.4
COc1ccc(CNC(=O)C(C)N2C(=O)NC(c3ccccc3)(c3ccccc3)C2=O)cc1 (stereo unspecified)	2.3	3.1	12.9	2.3	-15.9	2.4	-3.2	0.0
C[C@@H]1CCCCO[C@@H](CN(C)CC2CC2)[C@H](C)CN([C@@H](C)CO)C(=O)c2cc(NS(=O)(=O)c3ccc(Cl)cc3)ccc2O1	0.2	2.5	4.4	0.2	5.9	-5.2	-16.6	.
CCn1c(C)c(C(C)=O)c(N2CCCCC2)nc1=S	.	3.2	7.1	8.9	.	.	-1.9	.
C[C@H]1CN([C@@H](C)CO)C(=O)c2cccc(NS(C)(=O)=O)c2O[C@@H]1CN(C)Cc1ccc(Oc2ccccc2)cc1	0.6	-0.3	-2.9	1.5	-5.3	-1.5	12.8	31.8*
C[C@@H]1CN([C@H](C)CO)C(=O)c2cc(NC(=O)Nc3ccc(F)cc3)ccc2O[C@@H]1CN(C)Cc1ccc(Oc2ccccc2)cc1	-0.1	-2.5	6.7	4.2	35.5	1.3	24.4	14.7
CC(=O)Oc1ccc(C(=O)Nc2cccc(C(=O)c3ccc(C)c(C)c3)c2)cc1	7.1	-0.6	-4.9	4.0	-2.0	2.6	.	0.4
C[C@H](NC(=O)c1nc[nH]c1C(=O)NCc1ccc(CNC(=O)OC(C)(C)C)cc1)c1ccccc1	6.7	0.1	-2.7	-4.9	4.4	-0.3	1.4	-0.2
Cc1noc(C)c1C(=O)Nc1cccc(S(=O)(=O)N2CCCCC2)c1	3.4	2.3	2.6	-2.4	-1.7	-0.3	.	.
C[C@H](CO)N1C[C@H](C)[C@@H](CN(C)S(C)(=O)=O)Oc2cc(C#Cc3ccc(F)cc3)ccc2S1(=O)=O	-1.4	-2.7	8.0	8.1	3.4	0.6	-2.6	-0.1
C[C@H](CO)N1C[C@H](C)[C@@H](CN(C)C(=O)c2ccncc2)OCc2cnnn2CCCC1=O	1.8&2.6&-7.6	-0.5&-1.4	-2.4&5.6	-5.1&-1.4&2.1	-9.3&17.7&-6.8	39.1*!	-4.4&-3.1	2.8&0.7
Cc1cc(C)c(S(=O)(=O)N2CCCC2CNC(=O)c2ccc3c(c2)OCO3)c(C)c1 (stereo unspecified)	14.0	-2.5	-5.8	-3.2	-28.1	2.5	4.3	4.4
CCN(CCO)C(=O)C12CCC(C)(C(=O)C1)C2(C)C (stereo unspecified)	.	-1.1	10.7	-3.8	.	.	-11.9	.
CCCNC(=O)N1[C@H](C#N)[C@H](c2ccccc2C2=CCCC2)[C@@H]1CO	-4.1	.	.	.	13.7	0.3	.	0.0
Cc1c(C(=O)N2CCOCC2)c(S(=O)(=O)Nc2cccc(C#N)c2)c(C)n1C	6.3	3.3	-9.5	-2.6	7.0	6.6	-3.5	.
CCCCNC(=O)[C@@H]1CC=C[C@@H]2CCN(C3CC3)C(=O)[C@@H]21	-5.9	-1.4	-0.9	2.1	-14.0	-2.4	-6.0	-0.2
CCc1ccc(NC(=O)C(CC)c2ccccc2)cc1 (stereo unspecified)	-5.4	.	.	.	-3.7	8.6	-2.3	-1.4
NCC(O)COCCC12CC3CC(CC(C3)C1)C2 (stereo unspecified)	.	4.7	4.2	3.8	.	.	1.5	.
CC(C)CN(C(=O)CC1CCCC1)c1c(N)n(Cc2ccccc2)c(=O)[nH]c1=O	-1.5	.	.	.	-2.5	-1.1	-4.6	-0.2
COC(=O)[C@H](CCSC)NC(=O)Nc1cccc(C)c1C	-2.7	2.3	0.2	.	-8.8	-2.9	1.5	-0.4
O=C(O)c1cnc(N2CCOCC2)nc1	2.8	.	.	.	-15.3	0.2	-18.6	.
COc1ccc(-c2ccccc2[C@@H]2[C@@H](C#N)N(C(=O)NC3CCCC3)[C@H]2CO)cc1	3.0	.	.	.	0.3	1.2	.	?
Cc1cccc(OCC(=O)NCC(=O)N/N=C/c2cccnc2)c1	0.9	.	.	.	-11.6	-3.2	1.5	5.1
CN(C)c1ccc(/C(=N\O)C(F)(F)F)cc1	-3.2	0.2	-3.2	?	-12.2	-0.9	-1.2	.
CCC1(CC)C(=O)C2=C3C1[C@H](C(=O)OC)CC(C(=O)OC)C[C@H]3n1c(=O)n(-c3ccccc3)c(=O)n1[C@H]2C (stereo partly specified)	6.3	.	.	.	-20.5	-1.7	.	-0.2
Cn1ccnc1SCCC#N	.	4.2	-5.0	-3.3	.	.	-10.5	.
NNC(=O)c1csc(COc2cc(Cl)cc(Cl)c2)n1	-7.7	-2.2	-1.9	.	-9.6	-0.6	1.1	2.2
CCC(=O)N1CCc2cc(S(=O)(=O)NC(C(=O)NCc3ccccc3)C(C)C)ccc21 (stereo unspecified)	.	6.4	13.5	7.2	.	.	2.9	.
C/C=C/C=C/C(=O)N1CC[C@]23c4ccccc4N[C@H]4N(C)c5cccc6c5[C@]42CCN([C@H]6C2OC2(C)C)[C@H]13 (stereo partly specified)	8.9	5.7	0.8	7.3	-3.9	2.7	12.7	.
C[C@@H]1CN([C@H](C)CO)C(=O)c2cc(NS(=O)(=O)c3ccc(Cl)cc3)ccc2O[C@@H](C)CCCCO[C@@H]1CN(C)C(=O)NC1CCCCC1	-2.2	-1.6	-0.5	0.2	14.6	0.1	0.7	.
C[C@H](CO)N1C[C@H](C)[C@@H](CN(C)Cc2ccc(C(=O)O)cc2)Oc2c(NC(=O)C3CCOCC3)cccc2C1=O	7.8	-2.8	-1.8	0.1	2.4	0.0	-4.9	-4.7
CN1C(=O)c2cc(NC(=O)C3CC3)ccc2OC[C@@H]2O[C@@H](CC(=O)NCC3CCCCC3)CC[C@H]21	-7.1	2.3	4.5	-2.7	-14.2	0.9	-3.6	-0.2
O=C(CN(Cc1cccs1)C(=O)CNS(=O)(=O)c1ccc(F)cc1)NCc1ccco1	.	3.6	0.8	-4.3	.	.	5.9	.
C[C@H](CO)N1C[C@H](C)[C@H](CN(C)CC2CCOCC2)Oc2ncc(C3=CCCCC3)cc2C1=O	11.2	4.8	4.1	1.5	-3.7	-0.4	3.4	0.0
O=C(NC1CCS(=O)(=O)C1)c1cccc(S(=O)(=O)N2CCCCCC2)c1 (stereo unspecified)	2.6	.	.	.	-9.6	-0.3	-4.6	3.3
CN(CCOc1ccccc1)C(=O)CCc1c[nH]c2ccccc12	1.4	-5.2	0.0	2.9	-15.0	2.9	4.5	0.1
O=C(CC(O)(C(F)(F)F)C(F)(F)F)Nc1ccc(Cl)c(Cl)c1	.	-183.8	6.4	-47.8	.	.	18.5	.
C[C@@H]1CN([C@H](C)CO)C(=O)c2cc(NC(=O)Cn3cnnn3)ccc2O[C@@H]1CN(C)C(=O)Nc1cccc2ccccc12	7.6	-2.2	-1.2	-0.4	-7.0	1.8	3.8	-7.8
COc1ccc(CNC(=O)COC(=O)CN2C(=O)COc3ccccc32)cc1	-4.5	-2.0	-3.5	-2.3	-3.7	1.4	-0.5	2.0
CC(C)NC(=O)N(C)C[C@@H]1OCCCC[C@H](C)Oc2ccc(NS(=O)(=O)c3cn(C)cn3)cc2C(=O)N([C@H](C)CO)C[C@@H]1C	0.5	0.9	3.3	-3.4	2.1	2.7	1.2	.
Nc1ccc2c(c1)C(O)c1ccc(Cl)cc1-2 (stereo unspecified)	-0.5	-6.2	7.7	-3.7	1.8	-2.7	-1.1	0.6
CCN1C(=O)[C@H]2[C@@H](c3ccc(-c4ccc(Cl)c(Cl)c4)c(OC)c3)N[C@@](C)(C(=O)OC)[C@H]2C1=O	-8.6	1.4	-7.1	0.0	-85.2	-0.2	-11.1	-0.1
CCOC(=O)Cc1csc(NC(=O)/C=C/c2ccc(OC)cc2)n1	3.4	0.0	-0.8	-0.7	-21.3	1.4	-2.6	.
CCCCNC(=O)CSc1nc2ccsc2c(=O)n1C1CCN(C(=O)OCC)CC1	2.6	-1.0	0.4	-1.4	11.0	0.9	-1.5	.
CO[C@H](C(=O)N(C)C[C@H]1OCc2ccccc2-c2c(n(C)c3ccccc23)C(=O)N([C@@H](C)CO)C[C@@H]1C)c1ccccc1	0.5	-1.3	-4.1	11.7	-3.5	-0.7	2.5	0.9
CC(NC(=S)NCCc1ccccc1)C(c1cccs1)N1CCN(Cc2ccccc2)CC1 (stereo unspecified)	-0.5	-3.8	5.8	-0.1	-18.5	1.1	13.5	0.1
COc1ccccc1C(=O)NCCC(=O)N1CCN(C(C)=O)CC1	-0.1	.	.	.	-2.6	-149.0	-2.7	.
O=C(Nc1ccc(C(=O)N2CCN(c3ccc(Cl)cc3)CC2)cc1)C1=CSCCO1	3.1	0.9	-1.9	4.5	-3.0	-0.6	-0.6	-0.2
O=C(O)c1nn(CC(=O)N(C2CCCCC2)C2CCCCC2)c(=O)c2ccccc12	9.1	.	.	.	-3.7	16.7	-18.8	-0.1
COc1ccc(-c2cn(CC[C@H]3CC[C@H](NC(=O)Cc4ccccn4)[C@@H](CO)O3)nn2)cc1	-8.1	2.2	6.2	3.5	-23.2	0.9	9.4	0.2
Cn1c(-c2ccsc2)c(-c2cccs2)c2cc(-c3ccc4cc[nH]c4c3)ccc21	6.1	2.8	-21.1	3.6	-16.6	0.6	-3.4	0.3
Oc1ccccc1-c1nc(/C=C/c2ccccc2)nn1-c1ccccc1	3.6	.	.	.	-12.9	-1.8	-3.0	0.3
